Wnt act = Wnt/beta-catenin pathway activation; Wnt/beta-catenin reporter cell assay, activator, plate reader; activation, % at 9.35 µM; actives 1.2% (n = 300,000); AID 743398; in the data active means activation above about 30%, passing the limit was not always enough; inconclusive means no clear call, values can overlap the other calls;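 further: 0% = neutral control wells and 100% = positive control wells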
CAL PDZ inh = human CAL PDZ-peptide interaction inhibition | AID 504414 | purified CAL PDZ, TMR-peptide fluorescence polarization, 1 h | inhibition, % at 20 µM | Q9HD26 | actives 0.02% (n = 330,000);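 active means highest replicate inhibition of at least 40%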;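 further: plate controls were DMSO neutral control wells for no effect and unlabeled competitor peptide control wells for full effect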
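Material: tagged CAL PDZ domain; buffer or medium: 25 mM sodium phosphate pH 7.4, 150 mM NaCl, TCEP, IgG, Thesit; compound dosing: single point, 20 µM; schedule: 1 h incubation at room temperature before polarization reading; measured by: FP readout, S and P plane fluorescence; read-out basis: percent inhibition from loss of millipolarization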
PfHsp90 set2 = inhibits growth of yeast expressing Plasmodium falciparum Hsp90; S. cerevisiae expressing PfHsp90, BacTiter-Glo ATP, 48 h; yeast lacking PDR1 and PDR3 efflux regulators; actives 0.32% (n = 310,000); AID 504621; inhibition, % at 9.4 µM;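 active means every replicate shows inhibition above about 80%, whatever the replicate mean, limit read from the data; inconclusive means mean inhibition reaches the set limit but some replicate falls short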;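 further: 0% = DMSO neutral controls and 100% = 20 µM radicicol positive controls; yeast relying on Plasmodium falciparum Hsp90 in place of its own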
Rtt109 Vps75 = inhibitors of Candida albicans Rtt109/Vps75 histone acetyltransferase; inhibition, % at 34.9 µM; purified Rtt109/Vps75, ThioGlo CoA-SH fluorescence, 4 h; AID 540336; actives 0.16% (n = 330,000); Q5AAJ8;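 active means inhibition of at least 50% in every replicate; inconclusive means best replicate reaches 50% inhibition but some replicates fall short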
Target sequence (Q5AAJ8 whole entry, looked up): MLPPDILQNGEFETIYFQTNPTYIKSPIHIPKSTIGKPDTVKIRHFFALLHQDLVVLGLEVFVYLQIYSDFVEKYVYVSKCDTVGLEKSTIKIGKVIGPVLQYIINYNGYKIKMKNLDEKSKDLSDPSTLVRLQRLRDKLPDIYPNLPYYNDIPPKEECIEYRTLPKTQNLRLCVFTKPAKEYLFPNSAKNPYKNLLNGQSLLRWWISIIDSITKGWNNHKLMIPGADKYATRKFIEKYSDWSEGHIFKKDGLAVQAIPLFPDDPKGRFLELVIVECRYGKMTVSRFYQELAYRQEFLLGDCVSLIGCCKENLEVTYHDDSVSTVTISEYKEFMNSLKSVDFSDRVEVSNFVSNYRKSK
Tat transport = inhibitors of E. coli Tat protein transport; E. coli MC4100 TorA-mCherry Tat export, fluorescence; inhibition, % at 10 µM; actives 0.036% (n = 340,000);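 active means mean replicate inhibition at least 50% and at least half of replicates individually reaching 50%; inconclusive means only one of the two criteria met; inactive means neither criterion met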;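 further: exported cargo escapes ClpAP degradation while cytoplasmic cargo is degraded and loses fluorescence; 0% = median of neutral control wells and 100% = median of NaSCN control wells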
phage Ecoli inh = E. coli growth loss with phage present; growth absorbance; inhibition, % at 11.9 µM; actives 0.26% (n = 360,000); in the data active means inhibition above about 11%
PvdQ acylase = blocks Pseudomonas aeruginosa PvdQ acylase activity. actives 0.063% (n = 340,000). inhibition, % at 10 µM. AID 488965. purified PvdQ acylase, fluorescence plate reader; in the data active means inhibition above about 30%, passing the limit was not always enough; inconclusive means no clear call, values can overlap the other calls;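 further: 0% = vehicle neutral wells and 100% = reference inhibitor wells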
DAGLB inhibitor = blocks human DAGLB lipase activity. actives 0.059% (n = 340,000). inhibition, % at 5.17 µM. HEK293T DAGLB membrane lysate, EnzChek fluorogenic substrate. Q8NCG7; in the data active means inhibition above about 34%;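 further: 0% = enzyme with vehicle and 100% = wells lacking enzyme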
Target sequence (Q8NCG7 whole entry, looked up): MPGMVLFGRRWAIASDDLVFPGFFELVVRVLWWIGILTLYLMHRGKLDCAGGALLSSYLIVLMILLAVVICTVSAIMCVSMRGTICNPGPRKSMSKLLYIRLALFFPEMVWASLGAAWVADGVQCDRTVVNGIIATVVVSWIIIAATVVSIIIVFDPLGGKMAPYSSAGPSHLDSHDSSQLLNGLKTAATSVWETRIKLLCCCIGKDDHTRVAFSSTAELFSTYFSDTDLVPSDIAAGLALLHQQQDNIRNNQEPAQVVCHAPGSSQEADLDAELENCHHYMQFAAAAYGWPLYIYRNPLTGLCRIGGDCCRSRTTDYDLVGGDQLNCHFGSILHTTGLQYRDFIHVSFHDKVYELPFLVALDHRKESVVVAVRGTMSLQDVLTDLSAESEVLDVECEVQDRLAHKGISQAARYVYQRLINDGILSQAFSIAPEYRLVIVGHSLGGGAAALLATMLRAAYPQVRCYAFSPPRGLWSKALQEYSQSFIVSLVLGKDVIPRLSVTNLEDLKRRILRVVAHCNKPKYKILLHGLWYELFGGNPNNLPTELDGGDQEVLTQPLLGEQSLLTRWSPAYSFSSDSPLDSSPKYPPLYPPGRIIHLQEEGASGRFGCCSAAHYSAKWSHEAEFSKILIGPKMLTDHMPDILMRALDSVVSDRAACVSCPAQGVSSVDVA
AddAB inh = less growth of phage-infected E. coli with AddAB; E. coli expressing H. pylori AddAB, absorbance growth; inhibition, % at 11.9 µM; actives 0.29% (n = 330,000); AID 435030; in the data active means inhibition above about 12%;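 further: 0% = vehicle wells of infected cells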
Ecoli viability = reduces bacterial viability in AddAB counter-screen; inhibition, % at 11.9 µM; actives 0.27% (n = 330,000); E. coli V3065 growth, OD600 absorbance, 18 h;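 active means inhibition above the campaign's mean inhibition across all tested compounds plus 3 SD, cut at about 9.9% in these data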;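 further: uninfected addAB+ strain grown without phage in ampicillin broth; 0% = DMSO wells and 100% = ciprofloxacin 0.95 µg/ml wells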
Active calls of the source: *; ? = inconclusive; / = no result given.

Values run as follows: Wnt act	CAL PDZ inh	PfHsp90 set2	Rtt109 Vps75	Tat transport	phage Ecoli inh	PvdQ acylase	DAGLB inhibitor	AddAB inh	Ecoli viability
- CCCCC(=O)Nc1ccnc(-c2cccnc2)n1
  /	-0.4	-6	-2	3	0.7	-6	-1	1.8	0.4
- Cc1ccc(Oc2ncccc2/C=N/OCc2ccc(Cl)c(Cl)c2)cc1
  -1	-1.0	11	-3	-2	3.8	-5	-15	2.9	0.3
- CC(C)(C)C1CCC(C(=O)NCC(c2cccs2)N2CCOCC2)CC1 (stereo unspecified)
  -2	1.0	-9	13	-4	-2.8	11	1	-2.0	-1.8
- COC(=O)c1ccc(/C=C/c2ccc3cccc(OC(C)=O)c3n2)cc1
  /	-1.0	-34	-16	-3	-0.9	-7	-2	2.8	-2.1
- CCOc1ccccc1NC(=O)CSc1nnnn1C1CCCC1
  -5	-3.3	1	-2	-14	4.7	-7	-5	2.2	1.6
- Cc1c(Br)c([N+](=O)[O-])nn1CC(=O)NCc1ccccc1
  2	-1.7	-8	2	-7	1.9	-8	0	2.1	3.0
- COc1ccc(Oc2ncnc3c2ncn3Cc2ccccc2)cc1
  -1	-0.3	-23	-1	3	1.3	-7	0	-0.4	-1.6
- COc1ccc(-c2nc3ccccc3c(=O)n2CCOc2c(C)cccc2C)cc1
  -4	-2.5	-11	0	-11	1.9	-3	-3	-1.1	-0.1
- Cc1ccc(/C(O)=C2\C(=O)C(=O)N(C)C2c2cccc([N+](=O)[O-])c2)cc1 (stereo unspecified)
  5	/	9	-5	-2	1.0	1	-2	0.2	0.3
- Cn1c(Cn2nnc3ccccc32)nnc1SCC(=O)c1ccccc1F
  86*	-0.8	/	-8	-1	-0.9	-12	1	-2.2	1.7
- COC(=O)C(NC(=O)C(NC(=O)C1CCC(C)CC1)C(C)C)C(C)C (stereo unspecified)
  1	-1.3	16	-8	-8	-0.6	-14	-1	0.8	2.3
- C/C(=N\Nc1nc(C)cc(=O)[nH]1)C1CC1
  /	-2.7	-42	-3	1	5.7	-20	1	2.6	1.5
- CC(=O)Nc1ccc(C=NNC(=O)c2ccc(NS(=O)(=O)c3cccs3)cc2)cc1
  7	0.3	4	-1	20	2.6	-1	2	1.6	-0.6
- CCOC(=O)Cn1nnc(-c2cccc(OC)c2)n1
  3	-3.5	-6	-3	9	3.3	-14	-4	-0.2	-0.2
- Cc1ccc(C)c2[nH]c(=O)c(CCNC(=O)c3ccc(S(=O)(=O)N4CCOCC4)cc3)cc12
  0	-1.2	-8	5	6	1.9	-9	3	0.3	0.2
- CCN(CC)C(=O)C12CC3CC(CC(Br)(C3)C1)C2
  0	1.2	-14	-7	6	4.7	9	-2	4.3	0.6
- CC(C)OC(=O)NC(C)(C)COC(=O)Nc1cccc(Cl)c1
  /	-4.2	/	29	17	2.6	12	-2	5.9	4.8
- Fc1ccc(NC(=S)NN=C2CCCCCC2)cc1
  2	-0.7	1	-1	1	-0.9	-13	-2	2.4	-2.0
- CN(C)C(=O)CCc1nc2sc3c(c2c(=O)[nH]1)CCCC3
  /	-1.7	6	2	2	1.9	8	1	2.4	-1.7
- CCc1c(C)sc(NC(=O)c2ccoc2C)c1C(N)=O
  17	-1.1	0	4	11	2.4	-19	-1	-2.1	1.3
- NC(=O)c1cccnc1Nc1cccc(F)c1
  1	-3.1	2	/	5	2.9	14	-4	0.1	-0.3
- CCOc1ccc(CCNC(=O)CS(=O)(=O)Cc2nc(-c3cccc(OC)c3)oc2C)cc1
  -1	-2.4	13	13	19	-3.6	9	-2	6.0	-2.4
- CC(=O)N(CCCN1CCOCC1)Cc1ccncc1
  1	1.3	2	-5	-3	2.3	-12	-2	0.8	-1.5
- CC(NS(=O)(=O)c1ccc(CCC(=O)NCc2cccnc2)cc1)c1ccccc1 (stereo unspecified)
  -5	-0.9	-3	-6	11	2.7	-15	0	0.7	0.6
- O=C(N/N=C/c1c[nH]c2ccccc12)C1CC1c1ccccc1 (stereo unspecified)
  0	0.8	-31	-1	-7	3.0	-7	2	0.5	-1.3
- Nc1ccc(C2(c3ccc(N)cc3)C(=O)Nc3ccccc32)cc1
  -1	-0.8	-22	10	-18	1.9	-6	3	1.3	0.4
- CCC(C)(C)n1nnnc1C(c1ccccc1OC)N1CCN(C(=O)c2ccco2)CC1 (stereo unspecified)
  1	-2.4	-21	5	4	0.6	-12	-4	0.9	-0.8
- CCOC(=O)c1c(NC(NC(C)=O)C(Cl)(Cl)Cl)sc(C(C)=O)c1C (stereo unspecified)
  /	-0.1	-40	9	?	1.4	-6	3	2.6	-0.9
- O=C(NNCc1ccc(O)cc1)c1ccccc1Cl
  5	-5.1	-11	-1	3	2.2	-2	1	3.8	0.7
- Cc1c(C)n(Cc2ccc(F)cc2)c2ccc(C(=O)N3CCN(c4ccccn4)CC3)cc12
  -3	-2.0	-35	5	2	-0.3	-10	1	3.9	2.2

Reformatted as labelled records: 2 of the compounds above
Nc1ccc(C2(c3ccc(N)cc3)C(=O)Nc3ccccc32)cc1
  Wnt act = -1
  CAL PDZ inh = -0.8
  PfHsp90 set2 = -22
  Rtt109 Vps75 = 10
  Tat transport = -18
  phage Ecoli inh = 1.9
  PvdQ acylase = -6
  DAGLB inhibitor = 3
  AddAB inh = 1.3
  Ecoli viability = 0.4

CCC(C)(C)n1nnnc1C(c1ccccc1OC)N1CCN(C(=O)c2ccco2)CC1 (stereo unspecified)
  Wnt act = 1
  CAL PDZ inh = -2.4
  PfHsp90 set2 = -21
  Rtt109 Vps75 = 5
  Tat transport = 4
  phage Ecoli inh = 0.6
  PvdQ acylase = -12
  DAGLB inhibitor = -4
  AddAB inh = 0.9
  Ecoli viability = -0.8

Entries from the list above containing fluorine (4):
Values run as follows: Wnt act	CAL PDZ inh	PfHsp90 set2	Rtt109 Vps75	Tat transport	phage Ecoli inh	PvdQ acylase	DAGLB inhibitor	AddAB inh	Ecoli viability
- Cn1c(Cn2nnc3ccccc32)nnc1SCC(=O)c1ccccc1F
  86*	-0.8	/	-8	-1	-0.9	-12	1	-2.2	1.7
- Fc1ccc(NC(=S)NN=C2CCCCCC2)cc1
  2	-0.7	1	-1	1	-0.9	-13	-2	2.4	-2.0
- NC(=O)c1cccnc1Nc1cccc(F)c1
  1	-3.1	2	/	5	2.9	14	-4	0.1	-0.3
- Cc1c(C)n(Cc2ccc(F)cc2)c2ccc(C(=O)N3CCN(c4ccccn4)CC3)cc12
  -3	-2.0	-35	5	2	-0.3	-10	1	3.9	2.2

(more compounds)
Values run as follows: Wnt act	CAL PDZ inh	PfHsp90 set2	Rtt109 Vps75	Tat transport	phage Ecoli inh	PvdQ acylase	DAGLB inhibitor	AddAB inh	Ecoli viability
- Cc1ccc(S(=O)(=O)N2CCCCC2)cc1NC(=O)CSc1ccc2c(c1)OCCO2
  0	-0.1	8	-5	-9	-1.8	1	-3	2.8	1.9
- CCCc1nc(SCc2cccnc2)c2c(=O)n(C)c(=O)n(C)c2n1
  -3	-7.4	15	0	4	2.4	-4	-3	1.3	1.5
- CC(=O)Nc1c(Cl)cnn(-c2ccccc2)c1=O
  4	/	/	/	/	2.5	/	/	-0.6	-1.1
- CCS(=O)(=O)NC(C)C(c1cccs1)N1CCN(c2ccc(F)cc2)CC1 (stereo unspecified)
  -3	0.8	9	0	-2	3.8	-2	-1	-2.9	0.7
- CCOc1ccccc1N(C(=O)c1ccccc1Cl)C1=NC(C)(C)CS1
  8	-0.9	-24	1	3	0.3	-9	-3	-2.3	1.6
- CCOC(=O)CCC(=O)NCc1ccc2[nH]c(C)cc2c1
  /	2.3	12	-5	5	1.7	-1	1	-0.9	-2.4
- COc1cccc(C(=O)CN2CCN(S(=O)(=O)c3cccc([N+](=O)[O-])c3)CC2)c1
  -2	-1.1	-2	/	-20	5.1	1	-1	4.8	0.7
- Cc1ccc(S(=O)(=O)N(C)CC(=O)O/N=C(\N)c2cccc([N+](=O)[O-])c2)cc1
  /	0.0	-23	8	-13	3.1	-9	-1	1.7	0.3
- COC(=O)c1ccc(/C=C/c2c(-c3ccsc3)oc3ccc(N4CCOCC4)cc23)cc1
  -2	-1.4	-3	-5	-2	1.9	-5	0	4.4	2.1
- COc1ccc(S(=O)(=O)N2CCCCCC2)cc1C(=O)N(C)CC(=O)Nc1ccc(Cl)c(Cl)c1
  1	-3.0	-7	7	11	-0.5	-14	1	1.6	-0.1
- O=C(O)CCCNS(=O)(=O)Cc1ccccc1
  /	-2.2	14	-5	-1	2.5	-8	2	-2.8	-1.3
- COC(=O)c1sc(NC(=O)c2ccc3c(c2)OCO3)c(C#N)c1C
  3	0.2	13	-2	-8	1.5	-5	2	/	/
- COc1ccc(C(=O)NCc2c(CC(C)C)oc(C)c2C(=O)O)cc1
  /	0.0	17	33	-10	0.6	2	3	-3.2	-0.3
- CC(=O)c1sc(-c2ccccc2)nc1C
  0	-0.9	4	-2	-7	2.9	-7	-5	0.9	-0.6
- O=C(CCNS(=O)(=O)c1ccc(Cl)cc1)N1CCN(c2ccccn2)CC1
  -1	-2.6	-25	-2	-3	-0.7	-2	-1	1.8	-4.0
- Cc1nc(N)sc1N=Nc1c(C)n(C)n(-c2ccccc2)c1=O
  1	-0.8	4	38	-3	0.9	9	2	-1.6	-1.9
- CC1(C)CC(=O)C2=C(C1)N(c1cccc(Cl)c1)C(=O)NC2(C(F)(F)F)C(F)(F)F
  -1	-1.9	4	-1	-3	3.6	14	1	2.2	1.7
- CCc1ccc(C(=O)NNC(=O)C2CCN(c3ncnc4sc(C)c(C)c34)CC2)cc1
  -2	0.3	1	12	10	2.9	10	2	0.7	0.7
- COc1ccc(C2c3cc(OC)c(OC)cc3CCN2S(C)(=O)=O)cc1OC (stereo unspecified)
  -1	0.4	-22	2	3	2.3	-12	/	/	/
- Cc1nc2sc(-c3ccccc3)cc2c(=O)n1/N=C/N(C)C
  9	-2.8	15	/	2	0.2	-7	-6	1.7	-2.8
- CCS(=O)(=O)NCc1csc(-c2ccccc2)n1
  8	-1.0	28	-4	2	3.9	-15	-3	0.3	-0.9
- O=C(C[C@@H]1C/C=C\CC[C@@H](Cc2ccc(F)cc2)C(=O)OC[C@@H]2CCCN2C1=O)NCCO
  -1	-0.6	7	4	0	2.2	-15	-2	2.8	0.6
- Cc1ccc(NC(=S)c2nc3ccccc3[nH]2)c(C)c1
  /	-0.7	-72	8	-11	-1.7	-13	-4	7.6	5.9
- O=C(NCc1nc(-c2ccc(C(F)(F)F)cc2)no1)c1cccs1
  1	1.2	-11	0	3	5.3	-18	-7	4.8	0.8
- Cc1noc(C)c1S(=O)(=O)N(CC(=O)N1CCCCCC1)c1ccc(C(C)C)cc1
  -5	-0.4	1	-1	9	2.0	6	-7	4.0	-0.4
- O=C(NN=C1c2ccccc2-c2ccccc21)c1ccccc1Br
  0	-1.7	16	6	1	2.4	-9	-9	-0.8	-0.3
- O=C(CSc1nnc(NC2CCCCC2)s1)NN1C(=O)NC2(CCCCC2)C1=O
  -2	0.1	-7	-3	3	-1.0	0	-2	3.0	-0.4
- CCc1ccccc1NC(=O)CSc1nnc(Cn2cnc3ccccc32)o1
  /	-0.3	31	0	6	1.6	-10	-1	2.2	1.3
- CSc1ccc(S(=O)(=O)Nc2ccc3c(c2)NC(=O)CC3)cc1
  0	-1.0	-6	7	1	5.5	-15	-1	-1.1	0.7
